Compound activity (PubChem)
NR2E3 ag-1 = NR2E3 agonists in two-hybrid cells, primary screen, cell-based, luminescence, CHO-S, Gal4-NCOR/VP16-NR2E3. Photoreceptor-specific nuclear receptor (Homo sapiens), Q9Y5X4. luciferase. inhibition of corepressor binding, % at 3.98 µM. 360,000 compounds, 0.35% hits. AID 602229, 2012;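 active = inhibition above the mean of all tested compounds plus 3 SD, cut at about 70% in these data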;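 note: 0% = DMSO with NR2E3 transfected cells and 100% = cells lacking NR2E3 construct; higher means lower luciferase signal from less NR2E3 corepressor binding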
Target sequence (Q9Y5X4 whole entry, looked up, the tested form may be a part): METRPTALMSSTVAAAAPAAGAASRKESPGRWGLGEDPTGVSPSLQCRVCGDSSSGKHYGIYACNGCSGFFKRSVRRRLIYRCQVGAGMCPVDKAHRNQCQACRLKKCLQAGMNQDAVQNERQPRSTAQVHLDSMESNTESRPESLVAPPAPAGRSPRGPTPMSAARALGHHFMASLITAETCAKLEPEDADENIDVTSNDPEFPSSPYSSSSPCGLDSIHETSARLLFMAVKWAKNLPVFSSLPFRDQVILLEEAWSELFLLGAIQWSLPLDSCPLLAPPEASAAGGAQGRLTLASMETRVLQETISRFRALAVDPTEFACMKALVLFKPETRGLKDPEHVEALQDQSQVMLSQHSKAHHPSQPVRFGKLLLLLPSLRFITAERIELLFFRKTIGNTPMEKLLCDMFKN
Peg3 promoter = Peg3 promoter-driven luciferase inhibitors, primary screen, cell-based, HeLa, luciferase luminescence. AID 588405, 2011. inhibition, % at 20 µM. HeLa PEG-Prom luciferase reporter, overnight. 360,000 compounds, 1.7% hits;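 active = inhibition of at least 50% at 20 µM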
iPSC survival up = enhancers of single-cell hiPSC survival, primary screen, ATPlite luminescence; AID 602274, 2012; 360,000 compounds, 0.044% hits; survival enhancement, % at 20 µM; 100% = ROCK inhibitor wells, 0% = DMSO; in the data active = survival enhancement above about 18%;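 note: cells exposed to compounds for 16 hours before the ATP read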
CaV13 FRET inh = Primary screen for inhibitors of IQ motif and Ca2+-dependent inactivation inhibitor domain binding in CACNA1D, Förster resonance energy transfer in living cells, … | HEK cells, CFP/YFP FRET ICDI-IQ, plate reader, 10 min; percent FRET-ratio fall versus neutral wells | inhibition, % at 12.3 µM | 340,000 compounds, 0.098% hits;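 active = mean replicate inhibition of at least 30% and at least 1% of replicates passing that level; inconclusive = only one of the two criteria is met; inactive = neither criterion is met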;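 note: 0% = median of the neutral control wells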
TRPM1 prom inh = inhibitors of MITF-dependent TRPM1 promoter reporter, primary screen, cell-based, SK-MEL-5, single point, luciferase | inhibition, % at 12.5 µM | 330,000 compounds, 0.83% hits | AID 488899, 2010 | SK-MEL-5 TRPM1 promoter luciferase, 24 h;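 active = mean inhibition across replicates of 60% or more, whatever share of single replicates reaches that level; inconclusive = some that reach 60%, reason not given; inactive = mean inhibition across replicates below 60%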; note: values of inactives mirror those of a sister screen read the other way
NR2E3 ag-2 = inhibitors of NR2E3-RetCOR corepressor binding, primary screen, NR2E3 agonist project, biochemical, TR-FRET, GST-NR2E3, biotin-RetCOR; Photoreceptor-specific nuclear receptor (Homo sapiens), Q9Y5X4; 1536-well; inhibition of corepressor binding, % at 4.78 µM; 320,000 compounds, 0.12% hits; AID 2300, 2010;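 active = percent inhibition above the cutoff of mean plus 3 SD of all tested compounds, set per screening campaign, cut at about 20% in these data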;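 note: 0% = DMSO wells and 100% = biotin wells as full block of FRET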
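System: GST-NR2E3 and biotin-RetCOR proteins; probe or stimulus: 7 nM biotin-RetCOR; doses: compound at 4.8 µM, single dose; schedule: Compound–protein incubation for 5 h at 4 °C; detection: time-resolved FRET; read-out: percent inhibition; controls: biotin wells as high control, 0.6% DMSO wells as low control; format: 1536-well plates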
PDI inh = inhibitors of human PDI, primary screen, biochemical, turbidity, single point, plate reader. Protein disulfide-isomerase (Homo sapiens), P07237. PDI insulin aggregation turbidity, A650, 90 min. inhibition, % at 10 µM. 350,000 compounds, 0.052% hits. AID 588391, 2011;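 active = mean inhibition across replicates of 30% or more, whatever share of single replicates reach that level; inconclusive = mean inhibition below 30% while every single replicate reaches 30%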;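 note: absorbance from insulin aggregation driven by PDI reduction with DTT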
Target sequence (P07237 whole entry, looked up): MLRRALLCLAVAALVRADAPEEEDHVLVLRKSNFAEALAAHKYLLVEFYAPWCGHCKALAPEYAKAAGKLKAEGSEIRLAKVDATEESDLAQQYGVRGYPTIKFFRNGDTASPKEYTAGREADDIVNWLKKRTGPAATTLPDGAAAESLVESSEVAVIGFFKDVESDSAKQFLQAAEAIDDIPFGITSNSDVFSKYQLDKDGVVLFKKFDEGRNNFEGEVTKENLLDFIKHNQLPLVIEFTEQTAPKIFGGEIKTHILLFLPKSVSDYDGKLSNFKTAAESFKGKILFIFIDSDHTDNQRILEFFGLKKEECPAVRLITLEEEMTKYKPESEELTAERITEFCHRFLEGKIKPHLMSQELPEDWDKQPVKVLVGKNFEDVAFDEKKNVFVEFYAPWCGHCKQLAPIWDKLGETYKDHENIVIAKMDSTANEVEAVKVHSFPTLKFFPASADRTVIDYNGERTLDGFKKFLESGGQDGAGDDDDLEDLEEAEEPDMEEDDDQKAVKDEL
Granule exo inh = LAMP-1 surface exposure blockers, TALL-104 cells – cell-based, flow cytometry, MLPCN library, primary screen. 360,000 compounds, 0.66% hits. TALL-104 LAMP-1 surface exposure; cells stimulated with thapsigargin and PMA. inhibition, % at 10 µM;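 active = inhibition above about 55%, limit read from the data; inconclusive = no clear call, values can overlap the other calls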
aDG glyco up = activators of alpha-DG glycosylation, primary screen, uHTS, Pro5-aDG cells, AlphaScreen | alpha-DG glycosylation AlphaScreen (IIH6); 0% Pro5, 100% B10-LARGE cell signal | activation, % at 10 µM | 360,000 compounds, 0.22% hits | AID 624168, 2012;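 active = activation of at least 8% versus controls, or a plate z-score of at least 8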;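 note: Pro5 are CHO cells carrying HIG-tagged alpha-DG that lacks glycosylation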
HIF-2a block = HIF-2a reporter inhibitors, primary screen, luminescence, 786-0 RCC cells; 786-0 RCC cells HIF-2a reporter, luciferase luminescence, overnight; inhibition, % at 18.8 µM; 360,000 compounds, 0.72% hits;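 active = inhibition of the luminescence signal of 40% or more relative to plate controls, in a single-dose primary screen at 18.75 µM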
Vif imaging = HIV Vif self-association inhibitors, primary screen, imaging, HEK293T, single point | HEK293T cells, Vif self-association by quenched fluorescence, 24 h | inhibition, % at 7.49 µM | 340,000 compounds, 0.35% hits | AID 602346, 2012; in the data active = inhibition above about 50%, passing the limit was not always enough; inconclusive = no clear call, values can overlap the other calls; inactive = below about 31%; note: some results filed as inactive read as strong as hits
* = called active by the depositor; ? = inconclusive; · = no result given.

SMILES	NR2E3 ag-1	Peg3 promoter	iPSC survival up	CaV13 FRET inh	TRPM1 prom inh	NR2E3 ag-2	PDI inh	Granule exo inh	aDG glyco up	HIF-2a block	Vif imaging
CC(Sc1nnnn1-c1ccccc1)C(=O)NC1CCCC1 (configuration not stated)	-11	6	1.4	-3	-1	2	0	9	0.0	-16	1
O=C(Nc1c(C(=O)N2CCCCC2)cnn1-c1ccccc1)c1ccco1	-29	6	0.5	-10	1	2	-3	-2	0.0	21	-2
CCc1ccc2c(c1)NC(=O)C2(C)Cc1ccccc1Cl (configuration not stated)	8	24	1.4	-6	·	·	-3	-2	0.9	7	-9
O=C(C[C@H]1C(=O)N(c2ccccc2)C[C@@H]1Cc1ccccc1)Nc1ccc(Br)cc1	-33	5	-1.3	-5	·	·	-11	8	0.0	-9	9
CCN(C(=O)c1cn(C)c(=O)c2ccccc12)c1ccccc1F	20	5	0.0	-14	-7	2	-7	-8	0.1	8	-8
Cc1cc(-c2ccccc2)n2ncc(-c3ccccc3)c2n1	-43	-61	-3.0	-66	19	0	2	-2	-0.4	-46	-16
Cc1cccc(Cn2c(NCC(C)O)nc3c2c(=O)n(C)c(=O)n3C)c1 (configuration not stated)	4	26	-1.8	-1	8	-10	5	3	-0.4	9	-12
CCN(C(=O)CSc1nc2scc(-c3ccccc3)c2c(=O)n1C)C1CCS(=O)(=O)C1 (configuration not stated)	4	4	0.5	-2	-2	·	2	13	-0.2	7	·
CCc1cc2c(=O)c(-c3nc4ccccc4n3C)c(COCC(=O)O)oc2cc1OC(=O)C(C)(C)C	6	18	-0.6	-6	2	-3	-6	0	1.1	12	-5
CCc1cc(N2CCOCC2)cc2c1[nH]c1ccccc12	-6	12	-0.4	-8	16	0	2	49	-0.4	17	-4
O=C(NCC(F)(F)F)c1ccc(S(=O)(=O)Nc2ccccc2N2CCCC2)cc1	3	15	14	-1	7	·	6	-3	-0.4	12	-1
CS(=O)(=O)N1CCN(c2ccccc2NC(=O)C(c2ccccc2)c2ccccc2)CC1	-9	7	-0.7	-9	-7	1	2	-7	0.2	-8	-8
COc1ccc(C(=O)NCCNc2nc3ccc(C)cc3cc2C#N)cc1OC	-16	15	0.4	2	12	0	-1	1	0.0	8	4
CCCCCc1nnc(NC(=O)Cn2cnc3ccccc3c2=O)s1	-21	8	0.3	-6	7	2	-3	-1	-0.4	18	-19
O=C(NC(=S)Nc1ccc(Br)cc1)C1CCC1	6	-131	0.3	-6	-56	-2	3	5	-0.2	-236	-2

Sorted by number of heavy atoms (descending): part of the list above
SMILES	NR2E3 ag-1	Peg3 promoter	iPSC survival up	CaV13 FRET inh	TRPM1 prom inh	NR2E3 ag-2	PDI inh	Granule exo inh	aDG glyco up	HIF-2a block	Vif imaging
CCN(C(=O)CSc1nc2scc(-c3ccccc3)c2c(=O)n1C)C1CCS(=O)(=O)C1 (configuration not stated)	4	4	0.5	-2	-2	·	2	13	-0.2	7	·
COc1ccc(C(=O)NCCNc2nc3ccc(C)cc3cc2C#N)cc1OC	-16	15	0.4	2	12	0	-1	1	0.0	8	4
Cc1cccc(Cn2c(NCC(C)O)nc3c2c(=O)n(C)c(=O)n3C)c1 (configuration not stated)	4	26	-1.8	-1	8	-10	5	3	-0.4	9	-12
CCCCCc1nnc(NC(=O)Cn2cnc3ccccc3c2=O)s1	-21	8	0.3	-6	7	2	-3	-1	-0.4	18	-19
CC(Sc1nnnn1-c1ccccc1)C(=O)NC1CCCC1 (configuration not stated)	-11	6	1.4	-3	-1	2	0	9	0.0	-16	1
CCc1ccc2c(c1)NC(=O)C2(C)Cc1ccccc1Cl (configuration not stated)	8	24	1.4	-6	·	·	-3	-2	0.9	7	-9
O=C(NC(=S)Nc1ccc(Br)cc1)C1CCC1	6	-131	0.3	-6	-56	-2	3	5	-0.2	-236	-2

(further entries)
SMILES	NR2E3 ag-1	Peg3 promoter	iPSC survival up	CaV13 FRET inh	TRPM1 prom inh	NR2E3 ag-2	PDI inh	Granule exo inh	aDG glyco up	HIF-2a block	Vif imaging
O=C(CSc1nnc(-c2cccnc2)n1-c1ccccc1)NCc1ccc2c(c1)OCO2	4	13	2.4	·	8	3	1	0	0.0	24	2
COc1ccccc1NC(=O)COC(=O)C1CC2CCCC(C1)C2=O (configuration not stated)	-21	-6	-1.6	-5	-4	·	3	0	-0.1	13	7
CC(C)CCNC(=O)C(=O)NCC1OCCCN1S(=O)(=O)c1cccs1 (configuration not stated)	-11	14	-0.3	·	6	1	0	5	-0.5	7	-3
COc1ccc(C)cc1NC(=O)c1cc(S(=O)(=O)N2CCC3(CC2)OCCO3)ccc1F	-7	-4	-0.2	-3	-1	-6	-6	11	-0.2	-2	-2
CCOC(=O)c1[nH]cnc1C(=O)NC(C)C	-8	4	-1.3	0	5	1	0	-1	-0.1	20	-5
O=C(c1ccc(Cl)cc1)N1CCCC(C(=O)N2CCc3ccccc3C2)C1 (configuration not stated)	-21	4	-0.5	-18	3	-1	5	-7	0.8	6	0
Cc1onc(-c2c(Cl)cccc2Cl)c1C(=O)c1ccc(F)cc1	-28	31	-0.7	-2	·	2	-5	-9	-0.1	12	-5
Clc1ccc(-c2nnc(-c3ccccc3)c(N3CCSCC3)n2)cc1	-26	-5	-3.1	-5	-23	-3	1	1	-0.2	-33	13
O=C(Oc1ccccc1)N1CCCCC1	0	-11	1.9	-8	·	·	12	5	-0.4	-7	5
COc1ccc(CN(C)C(c2ccccc2)c2nnnn2-c2ccccc2C)c(OC)c1C (configuration not stated)	-13	37	-1.5	-2	11	1	-2	1	0.2	16	10
CSc1ccccc1C(=O)N1CCc2ccccc2C1	4	-29	0.1	3	-5	-1	-7	-10	0.1	-48	-1
C/C(=N\S(=O)(=O)c1ccc(C)cc1)Nc1cc(C(C)C)c(O)cc1C	-24	12	4.7	-5	0	1	1	1	-0.3	16	-2
COc1ccc(C(=O)/C=C/C(=O)N(CC(=O)NC2CCCCC2)CC2CCCO2)c(O)c1 (configuration not stated)	0	106*	-2.5	-19	98*	1	1	34	-0.1	94*	5
COc1cccc2cc(C(=O)N3CCN(C(=O)c4ccco4)CC3)c(=O)oc12	-12	17	2.6	-2	-5	1	-9	-7	-0.1	2	7
CC(C)N(C(=O)Cn1c(=O)oc2ccccc21)c1ccccc1	5	7	-0.1	12	-8	4	2	-7	0.0	15	?
COc1ccccc1NC(=O)c1sc2ncn(CC(=O)Nc3ccccc3)c(=O)c2c1C	28	11	0.9	-7	10	2	-5	1	0.0	-3	10
Cc1ccc(C2=NOC(C)(c3sc(-c4ccc(Cl)cc4)nc3C)C2)cc1 (configuration not stated)	21	-174	2.0	-2	-45	2	-1	6	-0.3	-191	1
O=C(Cc1ccccc1)Nc1ccc(NC(=O)Cc2ccccc2)c(Cl)c1	-3	-8	0.5	-19	-1	2	-6	1	0.1	11	0
Cc1cc(NC(=O)CN2CCN(c3ccccc3O)CC2)no1	1	-2	-3.4	-5	-8	-3	6	0	0.3	24	0
Cc1ccc(SCc2noc(C(=O)NC(C)C)c2C(=O)O)cc1C	-26	-8	0.0	-14	-13	2	0	0	-0.2	4	-3
CCOC(=O)c1c(NC(=O)CSc2nnc(-c3cccnc3)o2)sc(C(C)=O)c1C	6	-15	-2.2	-4	7	6	5	1	0.0	3	7
COc1ccc(NC(=O)COC(=O)c2ccc(S(=O)(=O)N3CCCC3)cc2)cc1OC	8	4	-0.4	-5	-11	2	8	2	0.1	-3	-4
C#CCN(C[C@H]1[C@H](OC(=O)NCCCCCC)[C@H](OC(=O)NCCCCCC)C[C@@H](C(=O)OC)[C@H]1C(=O)OC)S(=O)(=O)c1ccc(C)cc1	0	8	-4.1	-7	·	·	8	-2	0.6	-8	0
CCOc1c2ccc(C(=O)NCc3ccc(OC(F)(F)F)cc3)cc2nn1C	1	-8	-2.6	-11	-10	5	2	-6	0.2	-7	-3
Cc1ccc(NC(=O)c2sc3nc[nH]c(=O)c3c2C)c(C)c1	-52	-65	-1.0	·	-12	-1	7	1	0.9	-91	-9
COc1ccc(OC)c(/C=C/C(=O)Oc2ccc(C(C)=O)cc2)c1	-16	-4	0.2	-8	1	-6	12	3	0.1	14	?
COc1cc2c(cc1OC)C(C(=O)NC1CC1)C1c3ccccc3CCN1C2=O (configuration not stated)	23	17	-0.2	-7	-7	1	3	-3	-0.1	0	-4
O=C(NP(=O)(N1CCCC1)N1CCCC1)C1=C(N2CCOCC2)/C(=C/c2cccc([N+](=O)[O-])c2)CC1	-2	3	0.8	8	9	6	-10	-3	0.6	11	25
COc1ccc(CN(C)C(=O)CNC(=O)c2sc3ccccc3c2Cl)c(OC)c1	1	-11	-2.3	-14	·	·	-56	3	-0.1	-29	·
CC(C)Cn1c(N)c(C(=O)CSc2ccccc2)c(=O)n(C)c1=O	-14	-73	1.3	-3	-11	4	-6	1	2.4	-142	-9
O=C(NC1CCC(O)CC1)C1CCN(S(=O)(=O)c2c(Cl)cccc2Cl)CC1 (configuration not stated)	20	2	-0.6	-5	-5	0	10	2	0.3	3	-4
O=C(CNC(=O)c1cccs1)OCc1ccc(Cl)cc1	24	7	0.0	-6	-7	-5	-3	-26	-0.2	-9	-6
Cc1ccccc1NC(=O)CC1c2ccccc2CC(C)(C)N1C (configuration not stated)	5	-1	1.3	-5	-3	0	-3	3	0.5	14	3
